Screening results deposited in PubChem BioAssay by National Center for Advancing Translational Sciences (NCATS).
p53 reactivation: re-activators of mutant p53. H1299 p53-A138V BP100-luciferase reporter, luminescence, 24 h. Potency, µM (top dose mostly 92.2 µM), for the others: at the highest dose activity change, positive = activation, actives largely listed as activators. hit rate 0.063% among 320,000. AID 504706; also: potency is read from the fitted curve at half-maximal effect; % of control where 0% means no effect; nearly all actives have a fitted effect of over 45% in size
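p53-null H1299 cells stably carrying temperature-sensitive p53-A138V and a BP100-luciferase reporter were pinned with compounds (4-point, 1:5 series) and held 24 hrs at 37 deg C. Luminescence was read 10 min after detection reagent.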
TCR act: activators of T cell receptors; primary human leukocytes, anti-CD3, IL-2 HTRF, 48 h; Potency, µM (top dose mostly 9.22 µM), for the others: at the highest dose activation of IL-2 secretion, most hits filed as activators; 330,000 tested, under 10 active; also: % of control where 0% means no effect
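IL-2 release read by HTRF sandwich (Eu cryptate donor, d2 acceptor, 665 nm emission) after 48 hr exposure of primary human leukocytes to compound together with anti-CD3 beads in the absence of co-stimulatory signals.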
ELG1 repair inh: blocks ELG1-dependent DNA repair in HEK293T cells; hit rate 2.3% among 330,000; HEK293T ELG1-luciferase reporter, luminescence, 16 h; DNA damage induced by 5-fluorouridine; AID 504467; Potency, µM (top dose mostly 46.1 µM), inactives show at the highest dose activity change, negative = inhibition, hits mostly inhibitors; also: potency is read from the fitted curve at half-maximal effect; % is scaled to controls: 0 for no effect and ±100 for the full control effect; nearly all actives have a fitted effect of over 55% in size
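Cells (2,000 per well) received 5-fluorouridine plus test compound or DMSO and were incubated 16 hr at 37 °C, 5% CO2. Luciferase activity was read by luminescence 30 min after ONE-Glo addition; signal suppression marked inhibition of damage-induced ELG1 function.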
B2AR arrestin: recruits beta-arrestin to the human beta2-adrenergic receptor. P07550. beta-arrestin recruitment to beta2AR, cell-based reporter. Potency, µM (highest dose often 46.1 µM), for the others: at the highest dose activation, usual class: activators. hit rate 0.02% among 330,000;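 also: potency is read from the fitted curve at half-maximal effect; 0% = DMSO controls and full agonism = EC100 isoproterenol or metaproterenol; nearly all actives have a fitted effect of over 65% in size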
BRCA1 expr up: activators of BRCA1 expression | MCF7-BRCA1-FFLuc reporter, luminescence, 48 h; response scale: scaled: vehicle 0%, 10 µM genistein 100% | Potency, µM (doses to about 46.1 µM), without a hit: top-dose activation, usual class: activators | hit rate 1.1% among 380,000; also: potency is read from the fitted curve at half-maximal effect; nearly all actives have a fitted effect of over 80% in size; some results filed as inactive show a strong effect at the top dose
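Cells: MCF7-BRCA1-FFLuc, 2000/well. Exposure: 48 h, 37 °C, 5% CO2. Read: luminescence, 15 min post-substrate. Controls: genistein 10 microM (maximal activation), DMSO (neutral).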
A-T KAP1 phos: potential ataxia-telangiectasia treatments restoring KAP-1 phosphorylation; Potency, µM (titrated, usually from 57.5 µM), for inactives: at the highest dose activation, most hits filed as activators; hit rate 0.19% among 320,000; […] A-T fibroblasts, KAP-1 phosphorylation AlphaLISA; neocarzinostatin DNA damage 30 min before lysis; also: potency is read from the fitted curve at half-maximal effect; % of control where 0% means no effect; nearly all actives have a fitted effect of over 45% in size
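ATM-like activity read as KAP-1 phosphorylation via AlphaLISA donor/acceptor antibody pairs after lysis and 6 hr at 25C. Cells were ATM-null patient fibroblasts ([…], hTERT), dosed 60 min, then exposed to the DSB inducer NCS for 30 min.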
Integrin act MD: activators of alpha7 integrin expression for muscular dystrophy; Potency, µM (doses to about 38.3 µM), inactives show top-dose activation, hits mostly activators; hit rate 0.064% among 350,000; alpha7betagal myoblasts, beta-gal FDG fluorescence, 48 h; AID 624291;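 also: potency is read from the fitted curve at half-maximal effect; 100% = response of the positive control SU9516; nearly all actives have a fitted effect of over 60% in size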
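alpha7betagal+/- myoblasts (passage 13, 250/well) treated 48 h at 37C with compounds at 1:260 dilution of DMSO stock. Lysed, then beta-galactosidase activity read as FDG fluorescence (ex 480/em 540) after 30 min, with pre-read for autofluorescence.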
MLL CXXC-DNA inh: MLL CXXC-DNA interaction inhibition; Potency, µM (series often up to 115 µM), for the others: top-dose activity change, negative = inhibition, actives largely listed as inhibitors; MLL-CXXC / FITC-HOXA9 DNA fluorescence polarization; Q03164; AID 2662; hit rate 0.037% among 290,000; active = well fitted inhibition curve with a large enough effect in the polarisation, with a control signal flat, not every such curve was filed as active; inconclusive = small, poorly fitted or top-dose-only effect, or effect the other way, or a change in a side signal; inactive = no such curve, though single readings can be large or run the other way; the % refers to the polarisation; also: potency is read from the fitted curve at half-maximal effect
Target sequence (Q03164 whole entry, looked up): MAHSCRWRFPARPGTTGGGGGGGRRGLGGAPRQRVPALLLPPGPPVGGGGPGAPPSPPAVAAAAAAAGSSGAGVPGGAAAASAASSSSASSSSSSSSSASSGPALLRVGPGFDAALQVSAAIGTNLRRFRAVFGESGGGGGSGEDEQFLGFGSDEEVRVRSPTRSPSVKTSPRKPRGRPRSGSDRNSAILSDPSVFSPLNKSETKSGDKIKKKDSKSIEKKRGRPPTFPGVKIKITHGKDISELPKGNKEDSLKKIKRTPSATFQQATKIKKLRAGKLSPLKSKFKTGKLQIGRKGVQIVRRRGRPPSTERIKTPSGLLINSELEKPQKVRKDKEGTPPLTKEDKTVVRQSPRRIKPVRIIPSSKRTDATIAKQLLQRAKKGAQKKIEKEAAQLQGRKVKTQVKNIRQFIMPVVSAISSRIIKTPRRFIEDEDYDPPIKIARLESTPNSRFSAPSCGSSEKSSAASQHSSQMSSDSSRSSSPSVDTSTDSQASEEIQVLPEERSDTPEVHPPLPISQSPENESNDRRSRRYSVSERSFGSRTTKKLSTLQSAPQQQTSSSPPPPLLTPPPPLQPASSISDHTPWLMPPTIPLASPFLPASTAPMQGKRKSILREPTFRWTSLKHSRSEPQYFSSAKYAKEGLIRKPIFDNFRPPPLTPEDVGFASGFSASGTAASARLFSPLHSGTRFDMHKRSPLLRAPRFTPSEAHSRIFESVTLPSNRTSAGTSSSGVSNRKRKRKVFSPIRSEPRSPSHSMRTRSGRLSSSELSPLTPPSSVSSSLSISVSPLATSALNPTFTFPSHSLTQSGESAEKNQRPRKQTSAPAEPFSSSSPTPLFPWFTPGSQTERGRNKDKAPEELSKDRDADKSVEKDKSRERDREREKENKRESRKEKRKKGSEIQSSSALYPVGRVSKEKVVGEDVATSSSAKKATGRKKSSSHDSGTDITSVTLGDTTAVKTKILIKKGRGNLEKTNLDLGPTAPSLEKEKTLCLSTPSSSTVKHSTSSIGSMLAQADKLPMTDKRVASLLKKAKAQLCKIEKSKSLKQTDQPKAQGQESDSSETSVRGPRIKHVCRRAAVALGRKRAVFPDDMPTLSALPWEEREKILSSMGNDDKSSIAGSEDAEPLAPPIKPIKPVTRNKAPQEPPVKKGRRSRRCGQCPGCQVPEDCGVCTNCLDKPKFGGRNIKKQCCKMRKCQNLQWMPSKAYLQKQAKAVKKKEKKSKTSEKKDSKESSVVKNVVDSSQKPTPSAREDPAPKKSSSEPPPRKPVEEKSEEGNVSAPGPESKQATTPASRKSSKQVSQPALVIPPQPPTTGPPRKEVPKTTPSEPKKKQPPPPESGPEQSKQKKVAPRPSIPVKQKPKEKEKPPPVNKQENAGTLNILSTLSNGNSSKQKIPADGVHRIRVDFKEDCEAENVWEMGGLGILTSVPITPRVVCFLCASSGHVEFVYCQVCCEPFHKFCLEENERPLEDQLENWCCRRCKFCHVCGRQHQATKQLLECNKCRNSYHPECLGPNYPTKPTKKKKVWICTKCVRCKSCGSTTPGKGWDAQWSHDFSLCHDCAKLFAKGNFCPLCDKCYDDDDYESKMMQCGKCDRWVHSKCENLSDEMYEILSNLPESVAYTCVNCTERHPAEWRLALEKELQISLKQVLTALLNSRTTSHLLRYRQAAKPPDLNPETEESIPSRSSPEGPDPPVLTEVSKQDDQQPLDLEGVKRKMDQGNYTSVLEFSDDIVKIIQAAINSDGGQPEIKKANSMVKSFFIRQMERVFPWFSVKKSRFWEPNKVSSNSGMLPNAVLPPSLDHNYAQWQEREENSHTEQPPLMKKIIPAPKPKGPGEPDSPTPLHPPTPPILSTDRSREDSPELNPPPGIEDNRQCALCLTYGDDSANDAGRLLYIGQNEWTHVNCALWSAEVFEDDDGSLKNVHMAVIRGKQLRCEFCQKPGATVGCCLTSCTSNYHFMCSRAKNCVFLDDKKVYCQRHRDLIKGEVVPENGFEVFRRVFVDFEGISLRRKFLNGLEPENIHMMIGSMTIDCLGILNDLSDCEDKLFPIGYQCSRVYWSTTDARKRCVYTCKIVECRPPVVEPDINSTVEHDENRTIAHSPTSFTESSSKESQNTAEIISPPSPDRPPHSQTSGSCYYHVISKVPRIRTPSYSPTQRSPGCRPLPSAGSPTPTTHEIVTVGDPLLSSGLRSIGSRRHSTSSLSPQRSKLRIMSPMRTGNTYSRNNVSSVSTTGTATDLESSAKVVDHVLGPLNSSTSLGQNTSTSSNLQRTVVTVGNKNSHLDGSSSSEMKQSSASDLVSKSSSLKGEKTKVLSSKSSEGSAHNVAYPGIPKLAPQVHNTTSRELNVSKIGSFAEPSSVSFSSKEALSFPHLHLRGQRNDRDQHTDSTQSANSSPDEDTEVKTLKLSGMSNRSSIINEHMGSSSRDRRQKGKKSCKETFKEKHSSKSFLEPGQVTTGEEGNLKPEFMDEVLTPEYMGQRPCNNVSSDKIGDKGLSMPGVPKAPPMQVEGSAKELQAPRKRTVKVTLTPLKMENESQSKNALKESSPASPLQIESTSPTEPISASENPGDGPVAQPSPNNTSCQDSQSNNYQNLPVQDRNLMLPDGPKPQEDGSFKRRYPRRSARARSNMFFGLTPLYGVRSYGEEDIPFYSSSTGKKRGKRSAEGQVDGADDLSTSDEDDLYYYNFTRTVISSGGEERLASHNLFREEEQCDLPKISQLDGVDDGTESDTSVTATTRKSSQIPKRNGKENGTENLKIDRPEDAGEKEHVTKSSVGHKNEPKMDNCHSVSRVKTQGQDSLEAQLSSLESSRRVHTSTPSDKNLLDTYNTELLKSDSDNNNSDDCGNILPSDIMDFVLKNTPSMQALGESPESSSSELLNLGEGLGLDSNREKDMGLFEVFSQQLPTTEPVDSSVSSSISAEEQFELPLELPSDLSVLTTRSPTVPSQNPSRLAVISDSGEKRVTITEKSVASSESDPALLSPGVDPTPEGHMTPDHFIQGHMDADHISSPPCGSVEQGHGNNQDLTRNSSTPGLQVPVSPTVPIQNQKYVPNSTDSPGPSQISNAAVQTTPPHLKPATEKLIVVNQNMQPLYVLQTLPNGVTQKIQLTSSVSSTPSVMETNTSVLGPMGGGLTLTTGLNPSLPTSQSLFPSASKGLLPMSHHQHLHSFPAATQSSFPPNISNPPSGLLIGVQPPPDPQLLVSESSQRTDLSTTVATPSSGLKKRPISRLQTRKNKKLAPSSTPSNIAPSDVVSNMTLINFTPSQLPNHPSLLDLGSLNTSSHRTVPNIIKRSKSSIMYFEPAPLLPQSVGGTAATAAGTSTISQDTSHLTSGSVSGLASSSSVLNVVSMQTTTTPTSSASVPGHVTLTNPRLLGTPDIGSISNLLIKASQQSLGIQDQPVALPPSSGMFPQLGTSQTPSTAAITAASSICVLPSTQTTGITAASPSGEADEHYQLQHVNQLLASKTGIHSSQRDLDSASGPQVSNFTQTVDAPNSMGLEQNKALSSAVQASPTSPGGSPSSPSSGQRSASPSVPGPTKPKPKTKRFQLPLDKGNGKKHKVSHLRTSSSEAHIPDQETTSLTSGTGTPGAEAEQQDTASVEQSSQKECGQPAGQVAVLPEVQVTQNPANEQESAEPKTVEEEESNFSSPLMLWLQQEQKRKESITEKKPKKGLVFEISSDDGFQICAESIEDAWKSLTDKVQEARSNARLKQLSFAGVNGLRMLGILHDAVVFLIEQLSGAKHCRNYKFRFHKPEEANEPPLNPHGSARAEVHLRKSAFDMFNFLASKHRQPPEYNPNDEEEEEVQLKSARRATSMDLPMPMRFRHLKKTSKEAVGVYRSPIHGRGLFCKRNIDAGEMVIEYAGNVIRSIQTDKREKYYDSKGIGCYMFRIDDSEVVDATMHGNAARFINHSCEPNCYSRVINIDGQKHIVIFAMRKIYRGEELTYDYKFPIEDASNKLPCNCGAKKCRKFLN
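Steps: dispense CXXC domain solution (7 uM) → pin compounds or unlabeled HOX-A9 DNA control → 5 min ambient → add FLSN-HOX-A9 solution (50 nM) → spin → 30 min ambient → fluorescence polarization. Tris pH 7.5/NaCl/DTT/BSA buffer.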
PTAP TSG101 blk: blocks PTAP/TSG101 interaction to inhibit HIV-1 budding; Potency, µM (highest dose often 115 µM), inactives show at the highest dose activity change, negative = inhibition, hits mostly inhibitors; Q99816; 340,000 tested, under 10 active; Fluorescence polarization, FITC-PTAP peptide / Tsg101 binding; AID 493005; active = well fitted inhibition curve with a large enough effect in the main read-out, with a control signal flat, not every such curve was filed as active; inconclusive = small, poorly fitted or top-dose-only effect, or effect the other way, or a change in a side signal; inactive = no such curve, though single readings can be large or run the other way; also: potency is read from the fitted curve at half-maximal effect; % of control where 0% means no effect
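Tsg101 binding domain (10 uM final) was mixed with compound and a FITC-labeled PTAP peptide (50 nM final) in HEPES pH 7.5 buffer with NaCl, Tween 20, EDTA and TCEP; fluorescence polarization was read after 20 min at r.t.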
TRPV1 ag: activates the human vanilloid receptor TRPV1; activation, % at 8.33 µM; hit rate 0.19% among 320,000; Q8NER1; TRPV1-expressing cells, Fluo-8 calcium influx, agonist mode; in the data active = activation above about 80%; inconclusive = between about 30% and that limit; also: 0% is about no effect
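TRPV1-expressing cells were cultured overnight at 35.5C and loaded with Fluo-8 calcium dye for 40 to 90 min at room temperature. After a 10 s baseline, compound was added and calcium influx was read kinetically for 3 min (ex 480/em 520 nm).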
* marks the source's active call; other numbers are inactive results; ? = inconclusive; . = no result given; [ ] = dose if it differs, or a comment. Unless noted, calls follow the shape of the dose curve; as a rule, active = well fitted curve in the direction sought with a large enough effect; inconclusive = small, poorly fitted or top-dose-only effect, or another doubt; inactive = no such curve, though single readings can be large; an effect the other way counts as inactive or inconclusive.

Compound | p53 reactivation | TCR act | ELG1 repair inh | B2AR arrestin | BRCA1 expr up | A-T KAP1 phos | Integrin act MD | MLL CXXC-DNA inh | PTAP TSG101 blk | TRPV1 ag
COc1ccc(C(NC(=O)c2ccco2)c2ccc(OC)c(OC)c2)cc1 (stereo not given) | 0% | -1% | -2% | -0.1% | -11% | -2% | 7% | -5% | -4% | -12
O=C(CSc1nc2nn(-c3ccccc3)c(=O)c-2c2n1CCCCC2)Nc1ccccc1[N+](=O)[O-] | ? | 1% | ? | -0.2% | -25% | 3% | 13% | . | -1% | -2
Oc1ccc(N=Nc2ccc3c(c2)OCCO3)c(O)c1 | ? | -3% | ? | -0.2% | 30% | 9% | 15% | -9% | 2% | 4
c1ccc2c(N3CCCCC3)ncnc2c1 | -2% | 0% | ? | 0.0% | -47% | -7% | -14% | -5% | -6% | -1
Cc1c(NC(=O)C(C)OC(=O)c2cccnc2Cl)c(=O)n(-c2ccccc2)n1C (stereo not given) | 11% | -12% | 0% | -0.2% | 1% | 0% | 14% | . | 0% | -3
CCOC(=O)C1CCN(C(c2cc(OC)c(OC)c(OC)c2)c2sc3nc(C)nn3c2O)CC1 (stereo not given) | -7% | -2% | -21% | -0.1% | -24% | 10% | 15% | -2% | 1% | -1
COc1ccc2oc(C(=O)OCC(=O)Nc3ccc(N4CCOCC4)cc3)c(C)c2c1 | 9% | 0% | 21% | -0.1% | -3% | 1% | 2% | . | -1% | -2
COc1cccc2cc(-c3cc(=O)oc4ccc(O)cc34)oc12 | 0% | -1% | -22% | 0.4% | -5% | -2% | 0% | -15% | -3% | 12
CCOC(=O)C(CC)(CC)C(=O)/C=C/c1ccc(Br)cc1 | -11% | -4% | -17% | -0.5% | -73% | 15% | -48%[inhibitor] | 8% | -8% | 19
Cc1ccc(S(=O)(=O)Nc2ccc3nc(-c4cccn4C)[nH]c3c2)cc1 | -14% | -5% | 11% | 7.9% | -16% | 5% | 19% | -12% | -5% | -7
CCC(CO)Oc1cc(NCc2ccccc2F)c2ncn(C(C)C)c2c1 (stereo not given) | -18% | 0% | ? | -0.2% | 0% | 3% | -6% | . | 0% | 25
COC(=O)Cc1ccc(NC(=S)N2CCN(c3ccc(F)cc3)CC2)cc1 | -1% | 5%[46.1 µM] | -12% | -0.5% | -17% | -6% | -30% | -2% | 3% | 13
NS(=O)(=O)c1ccc2nc(NC(=O)CS(=O)(=O)c3ccc(F)cc3)sc2c1 | -4% | 3% | 0% | -0.1% | -3% | 2% | -31% | 7% | -9% | 4
CC(=O)Cn1c(CN2CCN(C(=O)c3ccco3)CC2)nc2c1c(=O)n(C)c(=O)n2C | 2% | 1% | 23% | -0.1% | 7% | 3% | 9% | 4% | -1% | -5
Cc1nc(Cl)sc1C(=O)Nc1ccc(Cl)cc1 | 28% | -18%[46.1 µM] | ? | -0.5% | -29% | -3% | -16% | 8% | -1% | ?
O=C(NC(Cc1c[nH]c2ccccc12)C(=O)Nc1ccc(F)cc1)c1cccs1 (stereo not given) | 13% | 8%[46.1 µM] | ? | -1.3% | -5% | -4% | 30% | 5% | -2% | 9
COc1ccccc1C(=O)Nc1ccc(C(=O)O)cc1 | -5% | -6%[46.1 µM] | 15% | -0.8% | 5% | 2% | 6% | 1% | -1% | 2
CCOC(=O)C(=O)Nc1ccccc1C(N)=O | -1% | -4% | -8% | 0.2% | 2% | . | -7% | -7% | -8% | -2
CCSC1=C(C#N)C(c2ccccc2Cl)C(C(=O)c2cccs2)C(O)(C(F)(F)F)N1 (stereo not given) | -5% | . | ? | 0.2% | -43% | 0% | 14% | -2% | 0% | ?
CCOC(=O)/C(C#N)=C/C1=C(N2CCOCC2)CC(C)(C)OC1 | 2% | -4% | ? | 0.2% | 0% | -27% | 6% | -5% | -5% | 1
O=C(c1cccs1)N1CCN=C1SCc1ccc(Cl)cc1 | -8% | 1% | -9% | 0.0% | -1% | 9% | -4% | 12% | 0% | ?
Brc1ccc(/C=N/Nc2ncnc3c2cnn3Cc2ccccc2)cc1 | 3% | 3% | 5% | -0.1% | 0% | 10% | -3% | 8% | 8% | 1
CCn1nc(C)c(CNC(=O)CC2C(=O)NCCN2Cc2ccc(C)o2)c1C (stereo not given) | 1% | -5% | 4% | -0.1% | -15% | 19% | -17% | -2% | -3% | 0
CCC1(C)Cc2c(sc3c2c(=O)n(-c2ccccc2)c(=O)n3C)CO1 (stereo not given) | -2% | -3% | ? | 3.3% | -5% | 4% | -24% | 4% | -3% | -1
O=C(COC(=O)CCCc1nc2ccccc2s1)NC(=O)NCc1ccco1 | -3% | -2% | 6% | 0.2% | 2% | -4% | -36% | 14% | 0% | -2
CC1CN(S(=O)(=O)c2cccs2)CC(C)O1 (stereo not given) | -4% | 3% | ? | 0.1% | 0% | -3% | 19% | 8% | -1% | -2
COc1ccc(C(=O)N/C(=C/c2ccco2)C(=O)N2CCCCCC2)cc1 | -3% | 9% | 6% | -0.8% | -4% | -3% | -2% | 19% | -1% | 17
COc1ccc(-c2nn(-c3ccccc3)cc2C(=O)Nc2nccs2)cc1OC | 0% | 5%[46.1 µM] | 3.3µM* | -0.3% | -59% | 3% | 12% | 0% | -10% | 25
O=P(c1ccccc1)(c1ccccc1)c1ccc(O)cc1 | 5% | -4% | -6% | 0.1% | -24% | 6% | -21% | 2% | -6% | -2
O=C(NCc1ccccc1F)C1CCCN(S(=O)(=O)N2CCOCC2)C1 (stereo not given) | 2% | -1% | -2% | 0.3% | 0% | 1% | -13% | 5% | -5% | 3
Cc1cccc(C(=O)NCCC(=O)Nc2ccc(C)c(F)c2)c1 | -8% | 3% | 10% | 0.2% | 0% | 0% | ? | -11% | -7% | 9
O=C(NCCc1cn2ccccc2n1)C1CCCCC1 | 12% | 0% | 19% | 0.3% | 29% | -2% | -12% | -2% | 0% | 4
Cc1ccc2nc3c(cc(S(=O)(=O)c4ccccc4)c(=N)n3C3CCCC3)c(=O)n2c1 | . | -6% | . | . | ? | . | 0% | . | 0% | .
CCn1c(=N)n(CCOc2ccc(OC)cc2)c2ccccc21 | ? | 1% | -15% | -0.1% | -31% | 9% | -12% | -1% | -2% | -1
CCCCSC1(SCCCC)N=C(N)C2(C#N)C(c3ccccc3)NC(C)=CC12C#N (stereo not given) | 0% | -22% | 12% | 0.0% | -5% | 3% | 7% | -8% | 1% | 1
C[C@H](CO)N1C[C@H](C)[C@@H](CN(C)CC2CCCCC2)Oc2c(NC(=O)C3CC3)cccc2C1=O | -1% | 1% | 15% | 0.4% | -21% | 4% | 5% | . | -1% | .
c1ccc(-n2c(SCc3nc(-c4cccs4)no3)nnc2-c2ccco2)cc1 | -9% | . | ? | 0.2% | -40% | -4% | 4% | -2% | 0% | 2
Cc1c(S(=O)(=O)c2ccccn2)c(N)n(Cc2ccccc2)c1C | 1% | 2% | -9% | -0.1% | 0% | -4% | -15% | -2% | -4% | 3
COc1ccc(-n2c(N)c(C(=O)NCc3ccco3)sc2=S)cc1 | -2% | -3% | 7% | 0.3% | 9% | 1% | -15% | -22% | -7% | -2
CC(C)(C)[C@@H]1COC(=O)[C@H](Cc2ccc(F)cc2)CC/C=C\C[C@@H](CC(=O)NCCO)C(=O)N1 | -3% | -2% | 7% | -0.6% | -8% | 2% | 1% | . | -3% | .
O=C(C1CCC1)N1CCc2cc(S(=O)(=O)Nc3ccc4c(c3)OCCO4)ccc21 | 3% | -19% | -13% | -0.8% | -22% | 3% | -39% | 24% | -5% | 1
O=C(Nc1cc(Br)ccc1O)C1CC(c2c(F)cccc2Cl)=NO1 (stereo not given) | 8% | 3% | -14% | -0.9% | 0% | 34% | -12% | 4% | -10% | 4
CCC(C(=O)NCCN1CCOCC1)n1nc(C)n2c(cc3sccc32)c1=O (stereo not given) | 6% | 5% | 18% | 0.1% | -12% | 18% | 29% | 13% | -3% | 0
O=C(N/N=C/c1ccccc1C(=O)O)c1ccc(COc2cccc3cccnc23)cc1 | ? | 5% | -10% | 0.3% | -21% | 1% | -17% | 13% | 0% | 9
Cc1ccsc1CNn1cnnc1SCc1ccc(Cl)cc1 | -7% | 0%[46.1 µM] | -12% | -1.4% | -25% | 2% | -25% | 2% | 0% | 2
Cc1cc(C(C)(C)C)ccc1OCCN1CCCC1 | 0% | 4% | 0% | 0.4% | -20% | . | -40% | -1% | -3% | 5
Cc1ccc(S(=O)(=O)N2CCOCC2)cc1NC(=O)CSc1ccccn1 | -1% | -8% | 1% | 0.0% | -1% | -1% | 0% | 2% | -3% | -1
Cc1cccc(Nc2nc(N)nc(CN3CCN(c4ccc(F)cc4)CC3)n2)c1 | 3% | . | ? | 0.0% | -1% | 13% | 16% | 11% | -10% | 6
COCCCNC(=O)Cn1cnc2sc(C)c(S(=O)(=O)N3CC(C)CC(C)C3)c2c1=O (stereo not given) | -1% | -4% | -1% | 0.2% | 14% | -1% | 0% | -2% | 0% | 2

Compounds were not picked by outcome. About 3.8% of those tested had a hit in this group.
